Assay outcomes as filed in PubChem BioAssay.
Anthrax LF prot – anthrax lethal factor protease inhibition | P15917 | multiplex microsphere protease cleavage assay, LF | inhibition, % at 10 µM | 360,000 tested, 0.12% active | AID 588501; note: plate controls were buffer without enzyme for full effect and enzyme alone for no effect
PfHsp40 yeast – compounds rescuing yeast from Plasmodium falciparum HSP40 toxicity | S. cerevisiae expressing PfHsp40, growth rescue, ATP luminescence | growth rescue, % at 12.5 µM | 340,000 tested, 0.68% active; in the data active = growth rescue above about 28%, passing the limit was not always enough; inconclusive = no clear call, values can overlap the other calls;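 note: yeast W303a lacking pdr1 and pdr3 grown in galactose medium; growth measured after three days at 30 °C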
BoNT A protease – BoNT A light chain protease inhibition; multiplex microsphere protease substrate cleavage, flow cytometry; inhibition, % at 10 µM; 360,000 tested, 0.17% active; note: plate controls were buffer without enzyme for full effect and enzyme alone for no effect
FBA Mtb inh – inhibitors of M. tuberculosis fructose-bisphosphate aldolase; 360,000 tested, 2.3% active; inhibition, % at 1 µM; P9WQA3; purified M. tuberculosis FBA, fluorescence read-out; AID 588726; in the data active = inhibition above about 27%;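 note: 0% = vehicle and 100% = reference inhibitor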
Target sequence (P9WQA3 whole entry, looked up): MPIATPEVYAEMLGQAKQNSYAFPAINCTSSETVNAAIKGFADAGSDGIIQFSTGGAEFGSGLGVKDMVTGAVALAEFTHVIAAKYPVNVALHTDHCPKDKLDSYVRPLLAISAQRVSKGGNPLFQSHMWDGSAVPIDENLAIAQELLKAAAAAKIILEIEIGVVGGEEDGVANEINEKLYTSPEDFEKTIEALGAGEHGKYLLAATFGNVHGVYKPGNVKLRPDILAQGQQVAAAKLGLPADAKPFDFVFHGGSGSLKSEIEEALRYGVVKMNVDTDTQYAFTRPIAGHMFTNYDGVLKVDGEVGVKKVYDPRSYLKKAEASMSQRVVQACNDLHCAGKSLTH
Mtb UGM inh – blocks M. tuberculosis UGM enzyme | P9WIQ1 | purified UGM, fluorescence polarization probe displacement | inhibition, % at 10 µM | 320,000 tested, 0.06% active; in the data active = inhibition above about 10%, passing the limit was not always enough; inconclusive = no clear call, values can overlap the other calls
Target sequence (P9WIQ1 whole entry, looked up): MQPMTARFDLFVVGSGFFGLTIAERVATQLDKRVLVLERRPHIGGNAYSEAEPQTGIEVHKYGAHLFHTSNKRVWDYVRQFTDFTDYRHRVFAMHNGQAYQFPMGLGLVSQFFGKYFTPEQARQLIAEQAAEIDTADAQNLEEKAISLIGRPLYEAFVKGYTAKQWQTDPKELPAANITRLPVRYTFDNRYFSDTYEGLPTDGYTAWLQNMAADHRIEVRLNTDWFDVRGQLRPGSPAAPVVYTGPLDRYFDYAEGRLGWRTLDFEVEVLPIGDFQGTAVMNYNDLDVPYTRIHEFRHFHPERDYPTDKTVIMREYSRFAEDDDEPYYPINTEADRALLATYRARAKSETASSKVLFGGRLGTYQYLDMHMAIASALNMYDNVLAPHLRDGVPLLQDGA
Mtb BioA inh – blocks M. tuberculosis BioA enzyme activity | purified M. tuberculosis BioA enzyme, plate reader | inhibition, % at 9.99 µM | 360,000 tested, 0.096% active | AID 602481; in the data active = inhibition above about 40%; inconclusive = no clear call, values can overlap the other calls
GDH-TPI counter – counter-screen for M. tuberculosis FBA inhibitors: GDH-TPI coupled enzymes; GDH-TPI coupled enzyme counterscreen, NADH absorbance; inhibition, % at 4.8 µM; AID 588335; 360,000 tested, 1.2% active; in the data active = inhibition above about 30%;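 note: 0% = DMSO wells and 100% = wells lacking the enzyme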
BoNT F protease – BoNT F light chain protease inhibition. Multiplex microsphere protease cleavage assay, flow cytometry. inhibition, % at 10 µM. 360,000 tested, 0.22% active. AID 588497; in the data active = inhibition above about 35%, passing the limit was not always enough; inconclusive = no clear call, values can overlap the other calls; note: plate controls were buffer without enzyme for full effect and enzyme alone for no effect
FadD28 binding – inhibitors of Mycobacterium tuberculosis FadD28 bisubstrate binding. inhibition, % at 12.5 µM. FadD28 bisubstrate probe binding, fluorescence polarization. 360,000 tested, 0.22% active; in the data active = inhibition above about 8.5%, passing the limit was not always enough; inconclusive = no clear call, values can overlap the other calls
The depositor's hits bear a star; ? = inconclusive; . = no result given; + = active, no number; & = joins results of further samples. Cut-off read from the data, not from the text of the source, unless noted: active = inhibition above about 30%; inconclusive = no clear call, values can overlap the other calls; inactive = below that.

canonical_smiles	Anthrax LF prot	PfHsp40 yeast	BoNT A protease	FBA Mtb inh	Mtb UGM inh	Mtb BioA inh	GDH-TPI counter	BoNT F protease	FadD28 binding
Nc1c(S(=O)(=O)c2ccccc2)c2nc3ccccc3nc2n1/N=C/c1ccco1	-0.2	-0.1	?	17.2	-1.7	-1.3	21.4	-1.0	-4.6
O=C(Nc1ccc(Br)cc1)c1cccc(S(=O)(=O)Nc2cnc3ccccc3c2)c1	-20.9	0.2	-5.5	-1.8	-0.6	.	17.0	-22.6	-5.6
CC1=NN(C(=O)c2ccc(C)cc2)C(O)(C(F)(F)OC(F)(F)F)C1 (stereo unspecified)	13.0	0.0	2.7	-2.9	-0.4	-1.5	-1.8	-2.0	1.0
O=c1cc(CN2CCN(S(=O)(=O)/C=C/c3ccccc3)CC2)c2ccc(O)cc2o1	2.4	0.6	0.0	136.7*	1.6	.	7.0	-3.0	-15.7
COc1ccc(-c2nnc3ccc(SCC(=O)N4CCCCCC4)nn23)cc1OC	-16.0	0.2	0.0	3.3	1.5	-1.4	4.3	-6.9	1.0
CC(NC(=O)C(=O)N1CCCCC1)C(c1cccs1)N1CCN(Cc2ccccc2)CC1 (stereo unspecified)	-0.3	4.2	-3.1	-2.3	0.6	0.2	2.6	-8.3	-0.5
COc1cccc(N2[C@@H](CC(C)=O)c3ccccc3S2(=O)=O)c1	2.1	15.7	-0.2	-2.0	2.5	-2.1	-1.7	-0.3	-3.0
Cc1cn(-c2cc(C(=O)Nc3ccc(C)c(NC(=O)N4CCNC4=O)c3)cc(C(F)(F)F)c2)cn1	-3.2&-4.1	3.5	-0.3&-0.4	0.6&0.2	-1.1	1.3&-1.4	6.2&0.5	0.2&5.9	0.1&-5.6
Cc1cc(-c2n[nH]c(=S)n2/N=C/C=C/c2ccccc2)n[nH]1	0.8	-2.2	-0.1	-0.1	4.4	.	4.0	3.0	-2.4
COc1cc(NC(=O)COC(=O)c2ccc([N+](=O)[O-])s2)cc(OC)c1OC	2.8	-0.3	2.3	3.6	-0.8	4.8	2.9	13.5	-1.1

Next part, starting with the last two of the part before.
canonical_smiles	Anthrax LF prot	PfHsp40 yeast	BoNT A protease	FBA Mtb inh	Mtb UGM inh	Mtb BioA inh	GDH-TPI counter	BoNT F protease	FadD28 binding
Cc1cc(-c2n[nH]c(=S)n2/N=C/C=C/c2ccccc2)n[nH]1	0.8	-2.2	-0.1	-0.1	4.4	.	4.0	3.0	-2.4
COc1cc(NC(=O)COC(=O)c2ccc([N+](=O)[O-])s2)cc(OC)c1OC	2.8	-0.3	2.3	3.6	-0.8	4.8	2.9	13.5	-1.1
CCCNC(=O)NC(=O)c1cnccc1C(F)(F)F	-9.7	-0.1	-0.2	-3.1	0.3	-1.9	-2.9	-4.7	-2.4
CCC1(C)NC(=O)N(CC(=O)Nc2cc(C)on2)C1=O (stereo unspecified)	0.2	0.0	-0.3	2.4	-2.5	-3.3	17.8	-7.0	-0.9
CC(C)OC(=O)c1c(N)sc2c1CCCC2	-7.5	0.7	-1.2	-1.2	2.9	16.8	-3.2	-3.6	1.0
CC(=O)N1CCCC1(C(=O)O)c1ccccc1 (stereo unspecified)	-6.0	0.6	-0.4	-0.1	0.3	-1.0	2.5	-8.6	-3.5
O=C(N/N=C/c1ccc(O)c(O)c1O)/C(=C/c1ccc([N+](=O)[O-])cc1)NC(=O)c1ccccc1	-13.1	?	0.3	-10.2	-1.2	0.6	37.4*	-39.6	0.7
CC(C)(C)OC(=O)NCc1ccc(CNC(=O)c2ncn(Cc3ccccc3)c2C(=O)NCc2ccc(CNC(=O)OC(C)(C)C)cc2)cc1	-2.6	-0.8	-0.5	-0.3	-0.2	4.6	5.3	2.5	-0.5
CN1C(=O)CN=C(c2ccccc2Cl)c2cc(Br)ccc21	-3.9	-1.5	-1.7	1.7	1.7	0.0	2.6	-21.2	-2.2
CSc1nc(C)cc(/C=C\c2ccccc2)c1C#N	9.4	1.5	0.5	2.5	3.8	0.6	15.8	2.3	-0.4
COc1ccc2c(c1)CCc1cn3ncc(C#N)c3nc1-2	0.7	0.0	1.2	+	-1.4	.	2.2	-6.8	-2.6
COC(=O)/C=C1/N/C(=N\c2nc(C)cc(C)n2)N(c2ccccc2)C1=O	0.4	0.0	-0.6	-2.6	5.5	.	15.9	-11.2	-0.1
CCCCNC(=S)N/N=C1\CCCCc2ccccc21	1.1	63.9*	0.3	3.6	2.2	.	11.0	-8.3	-3.6
O=C(C(=O)N1CCCc2ccccc21)N1CCCc2ccccc21	-0.7	-0.6	-0.5	-2.3	0.2	.	3.6	-6.0	-0.1
CN=C1c2cc3cc(OC)ccc3n2CCN1Cc1ccccc1	4.6	1.4	0.5	1.1	.	11.7	14.0	-2.7	-2.5
CN(C(=O)NC1CCCCC1)c1ccccc1	1.2	-0.8	-0.6	-1.9	1.2	.	-0.3	-3.4	0.4
COc1nc(Nc2ccc([N+](=O)[O-])cc2)nc(NC(C)C)n1	1.7	0.7	4.8	0.1	-0.2	-1.3	21.8	2.0	-2.3
Cc1cccc(N2CCN(C(=O)C3CCN(S(=O)(=O)c4cnc[nH]4)CC3)CC2)c1C	2.0	-0.1	0.9	-0.8	-1.8	-0.2	0.4	6.1	-0.5
CCCNc1c(NC(C)=O)c(=O)oc2ccccc12	0.3	0.6	0.4	-2.9	1.8	.	-9.2	2.5	-3.9
COc1cc(C(=O)ON=C2C(C)=CC(=O)C=C2C)cc(OC)c1OC	1.3	-0.2	-0.1	-0.8	0.3	-4.4	13.7	2.1	-3.1
CC1CC(C)CN(C(=O)CNC(=O)Cn2ccc3ccccc3c2=O)C1 (stereo unspecified)	0.5	-2.0	-0.1	3.6	-1.9	-0.1	-12.7	1.3	-3.3
Cc1ccc(C(=O)N2CCN(S(C)(=O)=O)C2)cc1	-0.7	-0.7	0.1	-1.8	0.6	-0.6	1.4	-3.4	-1.9
S=C(NNC(=S)Nc1ccc(Cl)cc1)NNc1ccccc1	-5.9	.	-0.3	-0.6	.	-0.4	-7.1	-1.1	-5.6
Cc1cc(C)cc(Nc2cnn(C34CC5CC(CC(CC(=O)O)(C5)C3)C4)c(=O)c2Cl)c1	-3.6	-0.8	-0.2	-1.0	-3.1	-0.2	29.5	-16.9	-0.3
CCc1c(C(=O)NNC(=S)Nc2ccc(S(=O)(=O)Nc3ncccn3)cc2)csc1C	-3.1	6.5	-3.1	-0.9	2.8	-0.4	10.0	-9.1	9.6*
CC(C)(CNc1ccc(C(F)(F)F)cc1[N+](=O)[O-])N1CCOCC1	-0.2	-0.8	-1.0	-3.8	-2.4	1.8	6.1	8.1	-4.2
Cc1ccccc1Cn1cc(NC(=O)c2cc3nc(-c4ccco4)cc(C(F)(F)F)n3n2)cn1	-1.8	-0.1	0.1	2.7	1.0	-1.0	9.4	12.3	-1.2
Cc1c(C(=O)NCc2cccs2)oc2ccc(Br)cc12	-0.3	0.6	?	1.6	1.0	2.0	3.4	?	1.1
Cc1[nH]c(=O)[nH]c(=O)c1Sc1ccccc1[N+](=O)[O-]	1.2	1.6	3.0	0.5	-1.1	.	3.0	5.2	-0.9
N#Cc1ccccc1COC(=O)c1cccc(S(=O)(=O)N2CCCC2)c1	0.8	-0.1	-0.4	1.0	0.7	-0.7	11.6	-4.3	-1.5
CCOC(=O)c1cc(C)sc1NC(=O)C(c1ccccc1)c1ccccc1	-0.7	0.0	0.3	3.0	0.4	.	1.6	-3.6	-2.8
O=C(CSc1nnc(-c2ccncc2)n1Cc1ccccc1)NCCc1ccccc1	-1.9	-0.7	-0.6	-1.0	-3.7	5.0	2.3	-7.6	-3.9
O=C(CSc1ncccn1)Nc1cccc(S(=O)(=O)N2CCOCC2)c1	15.6	0.1	0.4	0.0	-0.6	-2.3	-5.3	1.5	3.0
CCNc1nc(OC)nc(N(OC)S(=O)(=O)c2ccc(C)cc2)n1	-15.4	1.5	-1.7	2.4	-1.3	3.6	-1.7	-10.9	-4.4
O=C(Cn1cnc2cc(Cl)ccc2c1=O)Nc1ccc2c(c1)OCO2	-2.4	0.2	-0.7	0.0	-1.5	-1.6	8.2	-1.5	-1.4
O=C(CNS(=O)(=O)/C=C/c1ccccc1)OCC(=O)N1CCC(Cc2ccccc2)CC1	-2.2	1.9	-0.3	-1.5	-2.0	1.7	9.9	-3.3	-2.9
Cc1cc(CN(C)Cc2cn(C)nc2-c2ccc(Oc3ccccc3)cc2)on1	-4.1	-1.0	0.4	-1.6	-0.2	.	0.7	-8.6	-1.9
O=C(NCCCc1ccccc1)N1CCOCC1	-1.9	-1.4	1.0	-1.1	1.9	2.6	10.4	-1.5	-0.6
Cc1c(-c2ccccc2)[n+](=O)c(-c2ccc(Cl)cc2)c(C)n1[O-]	-5.3	-1.1	-3.5	1.4	0.7	-1.0	15.5	2.4	-0.9
O=C(CSCc1ccc(F)cc1)NCc1cccs1	-3.2	0.8	0.3	0.8	0.8	.	-5.0	-0.9	2.0
COC(=O)c1ccc(C(=O)OC)c(NS(=O)(=O)c2ccc(NC(C)=O)cc2)c1	-1.7	-0.1	-0.7	33.5*	-2.5	1.3	4.1	3.3	-4.8
Cn1ncc(Br)c1C(=O)N/N=C/c1ccc(OS(=O)(=O)c2ccccc2)cc1	-1.5	-0.1	0.4	-1.8	0.9	.	15.6	-1.7	-2.9
COc1ccccc1-n1c(C)nnc1SCC(=O)Nc1cc(C)cc(C)c1	-2.5	1.2	0.3	2.0	2.3	0.3	-1.9	-0.4	-2.4
O=C(NCc1ccccc1)c1cccc(OCC(=O)N2CCN(C(=O)c3ccco3)CC2)c1	3.0	-0.5	?	-0.2	-1.7	3.9	-5.8	1.4	-4.6
CN(C)c1ccc(/C=C(\NC(=O)c2ccccc2)C(=O)N/N=C/c2ccc(C(=O)O)cc2)cc1	0.9	2.1	-2.3	-8.6	-2.3	-1.6	24.5	-10.0	-1.9
CCC1CCCCN1CCCNC(=O)COc1cc(=O)n(C)c2ccccc12 (stereo unspecified)	0.5	-0.5	-1.1	-2.3	-0.1	.	-15.4	-1.8	-4.0
COc1cc(NC(=O)c2ccc(C)cc2C)ccc1NC(=O)c1cccs1	5.5	-1.2	1.0	0.6	2.0	-1.9	12.0	10.1	0.0
Cc1ccc(S(=O)(=O)N(C)C)cc1NC(=S)N(CCC#N)Cc1cccnc1	-1.8	0.6	-0.3	13.5	1.2	.	1.3	-5.5	-3.6
O=C(Nc1cc(C(F)(F)F)ccc1Cl)c1ccncc1	-5.8	-0.8	-0.2	2.5	-3.5	.	-2.8	-3.2	-0.8
CC(=O)Nc1ccc(S(=O)(=O)N2CCN=C2C)cc1	0.4	-1.6	1.3	1.2	-0.3	-0.6	8.6	-12.2	-17.3
CC1CCCC(NC(=O)COC(=O)c2ccc([N+](=O)[O-])s2)C1C (stereo unspecified)	-3.1	16.9	-2.3	-5.8	1.0	-0.8	4.7	-3.4	.
O=C(O)CCC(=O)Nc1ccccc1C(=O)NCCc1ccccc1	0.1	1.0	-0.2	6.2	-0.2	.	7.9	1.6	1.2
Cc1ccc(Cn2nnc3c(=O)n(CC(=O)NCc4ccco4)cnc32)cc1	5.4	6.4	0.2	-1.3	0.4	1.4	1.1	0.2	-1.7
CCCn1cnc2scc(-c3ccc(C)c(C)c3)c2c1=O	0.8	0.4	-2.1	0.9	4.5	-2.8	4.3	-4.1	-0.3
COC(=O)C1=C(c2cc3ccccc3s2)C[C@@H]2CC[C@H]1N2C(=O)NCc1ccccc1	-7.8	3.7	-0.4	0.0	1.6	0.3	4.4	1.2	-4.6
